# FXIa inh 1536 = blocks human coagulation factor XIa protease activity. P03951. purified FXIa, Boc-Glu-Ala-Arg-AMC fluorogenic substrate. inhibition, % at 5 µM. 0.14% of 220,000 active;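 active = inhibition of at least 40%; inactive = inhibition below 40%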;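 also: fluorescence of freed AMC excited at 355 nm; 0% = enzyme without compound and 100% = no enzyme blank; many of its hits are not listed in these tables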
# Wee1 stabilizer = human Wee1 degradation inhibition, primary screen | P30291 | HeLa Luc-Wee1K328M stability, luciferase luminescence; 100% = proteasome inhibitor MG132 effect | reporter increase, % at 5 µM | 1.2% of 220,000 active | AID 1321;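 active = activation above the mean of all tested compounds plus 3 SD, set per screening run, cut at about 8.8% in these data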;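 also: cells exposed to compound for 20 h before luminescence read; 0% = DMSO alone and 100% = MG132 at 30 µM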
# Cl transport mod = modulators of human KCC2 chloride dependent transport; Q9H2X9; KCC2 cells, thallium flux FluoZin-2 fluorescence; B-score of Tl+ flux slope (higher = more flux/activation; lower = inhibition) at 10 µM; 2.2% of 190,000 active; AID 1456;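 active = thallium flux slope and its plate-corrected score both differing from the plate sample mean at a set confidence after two filtering rounds, in either direction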;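 also: slope of fluorescence scaled to starting intensity during 10 to 20 s after thallium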
# Target sequence (Q9H2X9 whole entry, looked up): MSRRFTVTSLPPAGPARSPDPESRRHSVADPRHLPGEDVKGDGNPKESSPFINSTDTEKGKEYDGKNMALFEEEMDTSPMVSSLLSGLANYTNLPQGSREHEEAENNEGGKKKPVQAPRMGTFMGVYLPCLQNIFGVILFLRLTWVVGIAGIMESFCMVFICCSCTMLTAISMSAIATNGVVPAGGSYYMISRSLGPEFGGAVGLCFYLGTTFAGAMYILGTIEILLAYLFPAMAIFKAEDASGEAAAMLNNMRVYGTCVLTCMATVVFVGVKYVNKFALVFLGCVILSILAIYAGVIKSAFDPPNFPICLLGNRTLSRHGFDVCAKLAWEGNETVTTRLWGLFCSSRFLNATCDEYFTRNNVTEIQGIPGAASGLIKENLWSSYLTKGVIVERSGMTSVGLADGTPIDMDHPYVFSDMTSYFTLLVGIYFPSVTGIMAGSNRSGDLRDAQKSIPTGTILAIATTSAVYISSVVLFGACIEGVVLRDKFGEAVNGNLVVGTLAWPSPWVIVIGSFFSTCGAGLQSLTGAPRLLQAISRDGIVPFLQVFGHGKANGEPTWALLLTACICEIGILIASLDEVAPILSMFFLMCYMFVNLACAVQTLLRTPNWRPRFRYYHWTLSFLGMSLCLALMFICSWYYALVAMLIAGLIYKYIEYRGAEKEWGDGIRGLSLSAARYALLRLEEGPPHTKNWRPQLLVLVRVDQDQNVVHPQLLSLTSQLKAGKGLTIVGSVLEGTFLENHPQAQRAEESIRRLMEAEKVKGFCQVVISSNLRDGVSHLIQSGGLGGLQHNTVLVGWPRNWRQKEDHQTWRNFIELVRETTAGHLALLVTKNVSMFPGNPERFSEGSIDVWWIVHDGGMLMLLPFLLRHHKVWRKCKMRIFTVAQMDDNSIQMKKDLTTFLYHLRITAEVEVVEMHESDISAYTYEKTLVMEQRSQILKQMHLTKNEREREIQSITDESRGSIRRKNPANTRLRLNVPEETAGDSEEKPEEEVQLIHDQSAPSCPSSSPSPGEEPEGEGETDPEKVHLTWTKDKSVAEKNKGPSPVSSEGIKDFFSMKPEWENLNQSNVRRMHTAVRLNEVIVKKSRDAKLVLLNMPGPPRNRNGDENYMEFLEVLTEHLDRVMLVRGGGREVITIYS
# hK5 inh = inhibitors of human kallikrein 5. inhibition, % at 5 µM. 0.59% of 210,000 active. AID 873. recombinant hK5, fluorogenic AMC substrate cleavage. Q9Y337;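 active = inhibition of 40% or more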;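 also: 0% = enzyme controls without compound and 100% = no-enzyme blanks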
# p97 inhibitor = blocks human p97 ATPase activity; P55072; recombinant p97 ATPase, Kinase-Glo ATP luminescence, 3 h; inhibition, % at 8 µM; 0.42% of 220,000 active; AID 1481; in the data active = inhibition above about 15%;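 also: 0% = DMSO vehicle and 100% = wells lacking enzyme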
# PERK inh = inhibitors of human PERK kinase. Q9NZJ5. CHO PERK-DD fusion, SEAP luminescence translation reporter. inhibition, % at 5.6 µM. 0.17% of 220,000 active. AID 1416;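 active = inhibition above the mean inhibition of all tested compounds plus 3 SD, set separately per screening campaign, cut at about 2.9% in these data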;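 also: PERK kinase domain activated by AP20187 dimerizer at 100 nM; 0% = DMSO with dimerizer and 100% = rapamycin at 8.4 µM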
# Furin inh = blocks human furin protease activity. 0.061% of 220,000 active. purified furin, fluorogenic substrate cleavage. inhibition, % at 30 µM. P09958; in the data active = inhibition above about 25%; also: inactives centre near -15
# FXIIa inh 1536 = factor XIIa (human) inhibition | purified FXIIa, Boc-QGR-AMC fluorogenic substrate, 2 h | inhibition, % at 5 µM | 0.3% of 220,000 active | AID 800 | P00748; in the data active = inhibition above about 40%;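 also: 0% = enzyme with no compound and 100% = blank without enzyme; many of its hits are not listed in these tables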
# Thrombin inh = blocks human thrombin protease activity | P00734 | alpha-thrombin, Boc-VPR-AMC fluorogenic substrate cleavage | inhibition, % at 5 µM | 0.26% of 220,000 active | AID 1046;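 active = inhibition at or above 40%; inactive = inhibition below 40%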;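 also: 0% = enzyme with no compound and 100% = wells without enzyme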
#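 Test system: human alpha-thrombin; medium: pH 7.5 Tris-saline with Tween 20; times: reaction at room temperature; signal: AMC fluorescence at 355 nm excitation and 460 nm emission; also added: Boc-VPR-AMC substrate, 15 µM final; dosing: one concentration per compound, 5 µM, with 0.2% DMSO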
# * hit, by the source's call; . = not tested or not shown; [ ] = dose if it differs, or a comment.
SMILES,FXIa inh 1536,Wee1 stabilizer,Cl transport mod,hK5 inh,p97 inhibitor,PERK inh,Furin inh,FXIIa inh 1536,Thrombin inh
CC1CN(CCCCOc2ccc(C(C)C)cc2)CC(C)O1 (stereo unspecified),-4.2,-2.0,.,21.6,-3.1,-1.0,-17.4[20 µM],-4.0,-2.7
Cc1cc(C(=O)NCCCN2CCN(C3CCCCC3)CC2)n(-c2ccccc2)n1,-3.1,-1.1,0.256,-24.7,3.5,0.2,-18.7,2.6,-8.0
O=C(Nc1ccc2c(c1)OCO2)N1CCCC1,-4.0,0.2,-0.214,-26.0,1.2,0.7,-32.6,5.2,4.4
Cc1ccc(C(=O)N/C(=C/c2cccs2)C(=O)NCCCn2ccnc2)cc1,3.5,-0.6,0.943,-7.3,-4.6,0.5,-20.2,17.0,-0.8
Cc1c(NS(=O)(=O)N2CCCC2)c(=O)n(-c2ccccc2)n1C,2.1,-0.5,0.196,-17.2,3.0,-0.4,-3.8,17.0,-9.3
O=C(c1csc2c1CCCC2)N1CCCCC1,-8.5,1.8,1.62,1.0,2.4,0.4,-14.2,2.0,-7.7
CN(C)c1cccc(NC(=O)C2(C)CC2(Cl)Cl)c1 (stereo unspecified),5.6,-0.2,-0.0619,-6.7,6.0,-0.6,-31.7,0.9,-0.8
CCN(Cc1ccncc1)Cc1c(O)ccc2ccccc12,-1.8,-2.6,-0.0076,-0.5,0.3,0.5,-19.7,1.7,20.7
Cc1cccc(C(=O)N[C@H](C(=O)Nc2cccc(S(=O)(=O)N3CCCC3)c2)C(C)C)c1,-2.5,-2.8,-0.776,1.3,2.1,0.6,-27.3,10.3,0.5
COc1ccc(C(=O)OCC(=O)Nc2sccc2C(N)=O)cc1OC,7.3,0.1,-0.076,0.8,6.8,0.8,-28.7,3.1,-2.9
CCOc1c2ccc(C(=O)NCc3ccco3)cc2nn1CCOC,2.4,-0.3,0.514,-30.8,2.9,1.5,-25.2[20 µM],14.7,3.0
Cc1cc(N2CCOCC2)nc(-c2ccccc2O)n1,4.1,-1.5,0.745,-14.4,5.5,0.0,-18.9,8.1,-4.7
Cc1nn(C)cc1C(=O)Nc1c(C)nn(Cc2ccccc2Cl)c1C,4.2,-1.8,-0.152,-8.7,3.9,0.4,-20.5,12.3,1.4
O=C(CC1C(=O)NCCN1CC1CCCCC1)NCc1ccccc1Cl (stereo unspecified),2.9,-2.4,-1.04,-2.0,1.6,0.3,-35.3,7.9,-7.0
O=C(CSc1ccc2c(c1)OCCO2)NC(=O)NC1CCCC1,4.3,-2.9,1.79,-8.9,-9.1,-0.7,-3.0,7.7,5.2
CC(=O)N(Cc1ccccc1)Cc1nc2sc(C)c(C)c2c(=O)[nH]1,-0.5,3.6,-0.706,3.4,3.1,-0.1,-25.3,7.4,-2.5
O=C(CSc1ncn[nH]1)Nc1ccccc1Sc1ccc(Cl)cc1,-6.6,-1.2,-0.363,-12.2,-3.7,-1.1,-17.6[20 µM],-3.6,-1.1
CC(/C=N/n1c(-c2ccc(Cl)cc2)n[nH]c1=S)=C\c1ccco1,9.3,0.1,12.9*,-10.6,-0.2,0.9,-10.7,17.1,-4.8
COC(=O)N1CCN(c2ccc(Cl)c(Cl)c2)CC1,-1.6,1.3,.,-12.6,-1.5,0.3,-17.9[20 µM],5.4,4.2
COc1ccccc1-c1nnc(SCC(=O)Nc2c(Cl)cccc2Cl)o1,5.5,-4.6,.,6.8,2.7,-0.4,-11.6,2.5,-5.4
CN(Cc1nc2ccccc2[nH]1)Cc1nc(CC2CC2)no1,2.7,1.3,0.405,.,3.0,0.3,-16.3,12.7,2.7
Cc1cc(C)c(-n2[nH]nnc2=S)c(C)c1,-20.0,4.0,0.227,1.4,0.1,0.1,-8.6,0.3,-7.4
CC(C)n1c(SCC(=O)Nc2ccccc2)nc2c1c(=O)[nH]c(=O)n2C,-0.8,1.1,1.52,-4.3,8.2,0.3,-10.3,1.7,-2.4
COC(=O)CCC/C=C1/SCC(NC(=O)c2ccccc2)C1O (stereo unspecified),-5.1,-2.0,0.966,20.4,-4.0,0.8,-14.7[20 µM],1.4,-4.3
C/C(=C\c1ccccc1)CN1CCN(Cc2ccc(C)o2)C(CCO)C1 (stereo unspecified),27.6,7.0,-0.446,34.6,-5.3,-0.9,-9.0,23.8,12.3
CCNC(=O)NC(=O)C(C)OC(=O)Cc1coc2cc3c(cc12)CCC3 (stereo unspecified),14.0,1.4,1.19,1.6,6.4,0.6,-31.3,9.7,-12.3
Nc1cccc(Oc2c(F)c(F)c(Oc3cccc(N)c3)c(F)c2F)c1,-1.5,0.8,-0.407,0.2,4.0,0.2,-18.9,6.2,-19.6
OC(COCCC12CC3CC(CC(C3)C1)C2)CN1CCCC1 (stereo unspecified),29.6,3.2,1.08,30.6,-7.8,-0.7,-4.9,21.4,8.2
Cc1cc(C)c(-c2c(O)c3cccc4c3n(c2=O)CCC4)c(C)c1,-1.0,4.2,-0.757,-17.1,-6.4,0.2,-9.7[20 µM],5.7,-3.9
COc1ccccc1CNC(=O)[C@@H]1CCCN1C(=O)C1CCN(S(=O)(=O)c2ccc(C)cc2)CC1,-5.3,1.1,0.144,-24.8,4.3,-0.1,-14.9,9.8,1.1
Cc1ccccc1-c1nnn(CC(=O)c2ccc(S(=O)(=O)N3CCCC3)cc2)n1,-3.8,-1.9,-0.144,0.3,2.5,0.2,-8.1,-10.9,-14.8
COc1ccc(-c2nc(C#N)c(N3CCN(c4ccccc4)CC3)o2)cc1,20.0,8.0,-2.05,-5.0,-1.4,1.6,-11.4,18.6,0.8
CCOC(=O)c1c(C)c(C(=O)N2CCN(c3cccc(Cl)c3)CC2)c(C)n1C,4.4,0.9,.,14.5,4.6,-1.1,-19.4,20.1,2.5
C=CCn1c(=O)c(C(=O)Nc2ccccc2S(N)(=O)=O)c(O)c2ccccc21,-2.8,-0.1,0.238,-2.0,10.8,0.4,-18.6,1.1,-6.1
COC(=O)c1ccccc1NC(=S)NC(=O)c1cccc2ccccc12,-2.1,-1.5,2.66,-1.7,33.8*,0.2,-12.8,11.3,0.1
O=C(NC1CCN(C(=O)Nc2ccccc2Cl)CC1)c1ccccc1,2.0,2.6,0.0486,-0.8,3.5,0.7,-25.7,7.0,-3.5
CCOC(=O)C1=C(Cc2ccc(Cl)cc2)C(=O)c2ccccc2C1=O,-16.8,-0.7,.,9.0,-2.5,-0.7,-19.5[20 µM],10.7,1.0
O=P(Cc1cc[n+]([O-])cc1)(c1ccccc1)c1ccccc1,1.5,2.3,1.42,2.6,2.3,0.8,-25.2[20 µM],14.2,-1.5
COCCNC(=O)c1c(NC(=O)c2nc(SC)ncc2Cl)sc2c1CCCC2,0.5,2.1,.,-5.8,4.3,1.0,-24.4,7.7,0.9
CCCCc1nc(Cl)c(C#N)c2c1CCC2,4.7,-1.6,-0.431,2.3,1.5,0.7,-11.4,8.3,0.8
COc1ccc(OC)c(NC(=O)CCC(=O)N(Cc2ccc(OC)c(OC)c2)c2nccs2)c1,2.4,-0.1,-1.49,3.9,-2.9,-0.3,-10.9,8.0,-5.1
COc1ccc(-n2c(C)cc(C(=O)COc3ccc(-n4cnnn4)cc3)c2C)cc1,1.9,1.5,.,-6.2,9.7,0.1,-24.2,9.8,-0.4
Cc1ccc(C2C=C(c3ccccc3)Nc3nc(N4C(=O)CCC4=O)nn32)cc1 (stereo unspecified),1.7,4.0,0.902,0.4,2.9,1.1,-12.4,6.3,48.1*
CN(C)/C=C(/C(=O)c1ccc(Cl)cc1)S(=O)(=O)c1ccccc1,4.7,0.2,0.161,-2.6,-5.4,-0.4,-3.1[20 µM],5.3,-4.7
CSCCC(NC(N)=O)C(=O)Nc1ccc(C)cc1 (stereo unspecified),-4.4,-0.2,-0.288,-3.3,-5.1,0.1,-12.7,2.3,-12.0
Cc1nc(N)nc(C)c1Cc1ccccc1,-17.4,-2.4,-0.33,13.0,4.0,-0.4,-20.3,10.6,1.9
O=C(NC1CCCc2ccccc21)c1cccc(S(=O)(=O)N2CCOCC2)c1 (stereo unspecified),4.0,-3.1,-1.48,1.2,5.7,-0.4,-41.2,9.5,.
CCCCC(=O)Nc1cccn2ncnc12,1.3,-0.5,0.646,-5.3,3.5,0.7,-16.9,8.9,-2.0
Cc1ccc(CN(CCO)CCO)cc1,7.4,6.7,-0.0604,.,0.2,0.3,-24.9,9.6,1.4
O=C(N/C(=C/C=C/c1ccccc1)C(=O)N1CCCCC1)c1ccc([N+](=O)[O-])cc1,2.2,3.9,-0.0425,4.2,-3.8,0.5,-12.6,10.9,24.9
c1ccc(COc2cccc(CNCc3cccs3)c2)cc1,1.6,3.5,0.0429,-5.1,-1.2,0.5,-17.3,10.2,-4.0
Cc1ccccc1Cn1ccc(NC(=O)CCSc2nc(-c3ccco3)cc(C(F)(F)F)n2)n1,1.2,2.7,-1.87,3.8,-2.5,-0.4,-15.9[20 µM],6.4,-7.9

# Reformatted as tab-separated lines: entries from further up
molecule	FXIa inh 1536	Wee1 stabilizer	Cl transport mod	hK5 inh	p97 inhibitor	PERK inh	Furin inh	FXIIa inh 1536	Thrombin inh
COc1ccc(OC)c(NC(=O)CCC(=O)N(Cc2ccc(OC)c(OC)c2)c2nccs2)c1	2.4	-0.1	-1.49	3.9	-2.9	-0.3	-10.9	8.0	-5.1
COc1ccc(-n2c(C)cc(C(=O)COc3ccc(-n4cnnn4)cc3)c2C)cc1	1.9	1.5	.	-6.2	9.7	0.1	-24.2	9.8	-0.4
Cc1ccc(C2C=C(c3ccccc3)Nc3nc(N4C(=O)CCC4=O)nn32)cc1 (stereo unspecified)	1.7	4.0	0.902	0.4	2.9	1.1	-12.4	6.3	48.1*
CN(C)/C=C(/C(=O)c1ccc(Cl)cc1)S(=O)(=O)c1ccccc1	4.7	0.2	0.161	-2.6	-5.4	-0.4	-3.1[20 µM]	5.3	-4.7
CSCCC(NC(N)=O)C(=O)Nc1ccc(C)cc1 (stereo unspecified)	-4.4	-0.2	-0.288	-3.3	-5.1	0.1	-12.7	2.3	-12.0
Cc1nc(N)nc(C)c1Cc1ccccc1	-17.4	-2.4	-0.33	13.0	4.0	-0.4	-20.3	10.6	1.9
O=C(NC1CCCc2ccccc21)c1cccc(S(=O)(=O)N2CCOCC2)c1 (stereo unspecified)	4.0	-3.1	-1.48	1.2	5.7	-0.4	-41.2	9.5	.
CCCCC(=O)Nc1cccn2ncnc12	1.3	-0.5	0.646	-5.3	3.5	0.7	-16.9	8.9	-2.0
Cc1ccc(CN(CCO)CCO)cc1	7.4	6.7	-0.0604	.	0.2	0.3	-24.9	9.6	1.4
O=C(N/C(=C/C=C/c1ccccc1)C(=O)N1CCCCC1)c1ccc([N+](=O)[O-])cc1	2.2	3.9	-0.0425	4.2	-3.8	0.5	-12.6	10.9	24.9
c1ccc(COc2cccc(CNCc3cccs3)c2)cc1	1.6	3.5	0.0429	-5.1	-1.2	0.5	-17.3	10.2	-4.0
